From PubChem BioAssay
MC4R antagonist: antagonists of human melanocortin 4 receptor (MC4R); AID 540295; 360,000 compounds, 0.48% hits; MC4R-expressing cells, MTII-stimulated cAMP, LANCE TR-FRET; inhibition, % at 6.5 µM;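 active = inhibition above its plate's cutoff, the mean of tested wells on that plate plus 3 SD, cut at about 29% in these data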;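 note: 0% = Melanotan II alone and 100% = Melanotan II plus saturating MCL0020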
Target sequence (P32245 whole entry, looked up): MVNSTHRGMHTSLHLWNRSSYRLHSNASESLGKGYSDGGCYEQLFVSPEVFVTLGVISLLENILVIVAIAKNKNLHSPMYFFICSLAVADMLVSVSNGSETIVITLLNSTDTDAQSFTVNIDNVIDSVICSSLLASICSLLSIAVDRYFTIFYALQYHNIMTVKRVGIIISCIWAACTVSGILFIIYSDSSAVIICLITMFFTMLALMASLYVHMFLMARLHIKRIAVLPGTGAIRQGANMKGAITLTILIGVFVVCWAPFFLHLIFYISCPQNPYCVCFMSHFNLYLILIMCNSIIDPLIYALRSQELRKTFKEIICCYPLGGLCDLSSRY
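system = U2OS cells with stable human MC4R expression | also added = Melanotan II challenge after compound preincubation | dosing = one concentration, 6.5 µM nominal | incubation = compound 30 min, challenge 1 h, detection 1 h | measured by = TR-FRET with Eu-cAMP and labeled anti-cAMP, 671 nm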
ABHD5-PLIN5 inh: inhibitors of human ABHD5-perilipin-5 interaction; AID 602281; inhibition, % at 4 µM; 360,000 compounds, 0.78% hits; Split G. princeps luciferase complementation, luminescence, 4 h;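 active = inhibition above the mean inhibition across every tested compound plus 3 SD, cut at about 22% in these data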;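 note: 0% = DMSO only wells and the 100% control is not disclosed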
TLR9-MyD88 block: inhibitors of human TLR9-MyD88 binding; 340,000 compounds, 0.21% hits; inhibition, % at 4.98 µM; CHO BLA complementation TLR9-MyD88, CCF4 FRET ratio; Q9NR96+Q99836; AID 504734;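 active = inhibition above the mean over all tested compounds plus 3 SD, cut at about 21% in these data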;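 note: 0% = DMSO only wells and 100% = clavulanate BLA inhibitor control wells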
NOD2-RIPK2 inh: NOD2-RIPK2 protein interaction inhibition. O43353. 360,000 compounds, 0.38% hits. CHO BLA complementation NOD2-RIPK2, CCF4 ratio. inhibition, % at 4.98 µM; in the data active = inhibition above about 21%;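 note: 0% = vehicle only and 100% = reference blocker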
Target sequence (O43353 whole entry, looked up): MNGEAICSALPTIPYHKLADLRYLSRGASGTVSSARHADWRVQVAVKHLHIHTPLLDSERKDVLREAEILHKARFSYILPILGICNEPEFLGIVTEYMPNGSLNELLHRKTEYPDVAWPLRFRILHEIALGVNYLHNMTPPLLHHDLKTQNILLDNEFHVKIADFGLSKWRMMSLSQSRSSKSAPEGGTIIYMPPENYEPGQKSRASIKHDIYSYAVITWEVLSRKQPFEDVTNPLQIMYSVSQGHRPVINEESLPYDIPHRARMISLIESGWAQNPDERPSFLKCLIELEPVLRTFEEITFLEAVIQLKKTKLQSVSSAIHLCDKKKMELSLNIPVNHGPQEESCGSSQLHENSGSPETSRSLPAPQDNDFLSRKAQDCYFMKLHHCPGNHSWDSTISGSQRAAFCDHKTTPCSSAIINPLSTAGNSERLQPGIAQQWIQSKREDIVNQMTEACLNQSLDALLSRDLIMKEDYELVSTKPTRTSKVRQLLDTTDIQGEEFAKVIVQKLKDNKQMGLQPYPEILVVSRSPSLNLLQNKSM
N-glyco inh: N-linked glycosylation inhibition. AID 588692. D54 ERlucT glycosylation luciferase reporter, 24 h; percent of 100 nM tunicamycin response. 360,000 compounds, 0.23% hits. reporter increase, % at 12.5 µM;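 active = mean luciferase reporter signal, scaled so untreated is 0 and the glycosylation-blocking control 100, at or above a set limit in every replicate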;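 note: luciferase carries N-glycosylation sites so blocking glycosylation raises the light; 0% = median of neutral control wells and 100% = median of 100 nM tunicamycin wells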
MC4R ag barr: human MC4R agonism via beta-arrestin | activation, % at 8.9 µM | U2OS MC4R beta-arrestin complementation, luminescence; percent of melanotan II response, DMSO zero | 360,000 compounds, 0.98% hits | P32245;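 active = activation above a per-plate cutoff, the mean activation of sample wells on that plate plus 3 SD, cut at about 8% in these data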
Vif inh: blocks HIV Vif function; AID 602346; 340,000 compounds, 0.35% hits; HEK293T cells, Vif self-association by quenched fluorescence, imaging, 24 h; inhibition, % at 7.49 µM; in the data active = inhibition above about 50%, passing the limit was not always enough; note: some results filed as inactive read as strong as hits
Granule exo inh: blocks lytic granule exocytosis | TALL-104 LAMP-1 surface exposure, flow cytometry; cells stimulated with thapsigargin and PMA | inhibition, % at 10 µM | 360,000 compounds, 0.66% hits | AID 651702;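 active = inhibition above about 55%, limit read from the data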
aDG glyco act: alpha-DG glycosylation activation | Pro5-aDG cells, alpha-DG glycosylation AlphaScreen (IIH6); 0% Pro5, 100% B10-LARGE cell signal | activation, % at 10 µM | 360,000 compounds, 0.22% hits | AID 624168;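 active = activation of at least 8% versus controls, or a plate z-score of at least 8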;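 note: Pro5 are CHO cells carrying HIG-tagged alpha-DG that lacks glycosylation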
ABCB6 inh MLPCN: blocks the human ABCB6 transporter; AID 602162; K562-ABCB6 porphyrin accumulation, flow cytometry, 1 h; active compounds read low; fluorescence ratio to DMSO, % at 10 µM; 360,000 compounds, 0.19% hits;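 active = fluorescence ratio to DMSO below 75%, the collection mean minus 3 SD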;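 note: signal is porphyrin accumulated inside mitochondria; 100% equals median channel fluorescence of DMSO control wells; lower ratio means ABCB6 inhibition with less porphyrin fluorescence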
* hit, by the source's call; · = not tested or not shown. Only part of the results is shown, so the mix of outcomes need not match the whole.

Molecule | MC4R antagonist | ABHD5-PLIN5 inh | TLR9-MyD88 block | NOD2-RIPK2 inh | N-glyco inh | MC4R ag barr | Vif inh | Granule exo inh | aDG glyco act | ABCB6 inh MLPCN
COc1cccc(C(=O)NC(C)c2ccc(Br)cc2)c1 (configuration not stated) | -2 | -2 | 0 | -3 | -1 | -1.5 | -3 | 4 | 0.1 | 81
CCOc1cc(/C=N/N=C2/NC(=O)C(CC(=O)O)S2)ccc1OCc1ccccc1Cl (configuration not stated) | 3 | -5 | 1 | 7 | -2 | -2.0 | 4 | 6 | 1.0 | 94
O=C(COC(=O)c1ccccc1Cl)NC1CCCCCC1 | -2 | 4 | 7 | -10 | 3 | 0.0 | 13 | -2 | 0.0 | 91
CCN1C/C(=C/c2cccc([N+](=O)[O-])c2)C(=O)/C(=C/c2cccc([N+](=O)[O-])c2)C1 | 4 | 40* | 1 | -4 | -23 | 0.5 | 22 | 64* | -0.5 | 93
COc1ccc(/C=C/C(=O)N2CCN(c3ccccn3)CC2)c(OC)c1OC | -4 | 2 | -11 | 4 | 1 | -0.7 | 10 | -4 | 0.0 | 93
Cc1cc(OC(C)C(=O)NCC2CCC(C(=O)O)CC2)c2c(C)cc(=O)oc2c1 (configuration not stated) | 4 | 3 | 5 | 1 | 1 | -0.9 | -1 | 0 | -0.3 | 104
Cc1nnc(NC(=O)CN2CCN(Cc3ccccc3)CC2)s1 | 13 | 2 | -4 | -3 | 0 | -0.1 | 16 | 0 | 0.0 | 101
Cc1cc(=O)oc2c(C)c3occc3cc12 | -7 | 6 | 6 | 1 | 2 | -1.8 | 0 | -17 | -0.1 | 85
CC(=O)N1CCN(C23CC4CC(CC(C4)C2)C3)CC1 | 13 | -3 | -15 | 0 | 4 | 1.1 | 2 | -2 | -0.1 | 104
c1ccc(Nc2nc(N3CCCC3)nc(N3CCOCC3)n2)cc1 | 7 | 14 | 3 | -3 | -5 | 3.5 | 33 | -9 | -0.1 | 102
CNc1sc(C(=O)c2ccc(F)cc2)c(N)c1-c1nc2ccccc2s1 | 15 | 2 | -7 | -5 | -2 | -0.6 | -2 | 4 | -0.1 | 99
O=C(Oc1ccc2cc(Br)ccc2c1)c1cccnc1 | 9 | 1 | 6 | -10 | 2 | 7.7 | · | -3 | 0.0 | 101
Nc1[nH]c(C(=O)c2ccccc2)c(-c2ccccc2C(F)(F)F)c1C(=O)NCc1cccc2ccccc12 | · | -3 | · | -13 | · | · | · | -5 | 0.1 | 107
COc1cnn(C(C)(C)C)c(=O)c1Cl | 2 | 4 | -8 | -7 | 0 | 2.1 | 12 | 1 | 0.0 | 103
CC(C)OC(=O)c1cc(-c2ccc(C=O)o2)ccc1Cl | 5 | -3 | -1 | 1 | 0 | -3.2 | 2 | 6 | -0.2 | 96
COc1cc(C2CC(c3c(C)cc(C)[nH]c3=O)=NN2c2ccccc2F)cc(OC)c1OC (configuration not stated) | 10 | 4 | 23* | 41* | 2 | -1.1 | -15 | -19 | 0.1 | 133

Quoted from the results shown, four compounds:
Molecule | MC4R antagonist | ABHD5-PLIN5 inh | TLR9-MyD88 block | NOD2-RIPK2 inh | N-glyco inh | MC4R ag barr | Vif inh | Granule exo inh | aDG glyco act | ABCB6 inh MLPCN
Nc1[nH]c(C(=O)c2ccccc2)c(-c2ccccc2C(F)(F)F)c1C(=O)NCc1cccc2ccccc12 | · | -3 | · | -13 | · | · | · | -5 | 0.1 | 107
COc1cnn(C(C)(C)C)c(=O)c1Cl | 2 | 4 | -8 | -7 | 0 | 2.1 | 12 | 1 | 0.0 | 103
CC(C)OC(=O)c1cc(-c2ccc(C=O)o2)ccc1Cl | 5 | -3 | -1 | 1 | 0 | -3.2 | 2 | 6 | -0.2 | 96
COc1cc(C2CC(c3c(C)cc(C)[nH]c3=O)=NN2c2ccccc2F)cc(OC)c1OC (configuration not stated) | 10 | 4 | 23* | 41* | 2 | -1.1 | -15 | -19 | 0.1 | 133

Carrying on:
Molecule | MC4R antagonist | ABHD5-PLIN5 inh | TLR9-MyD88 block | NOD2-RIPK2 inh | N-glyco inh | MC4R ag barr | Vif inh | Granule exo inh | aDG glyco act | ABCB6 inh MLPCN
Cc1ccc(-c2csc3ncn(CC(=O)NCC(c4ccco4)N4CCCC4)c(=O)c23)cc1 (configuration not stated) | 10 | -2 | -4 | -11 | 2 | -5.0 | -5 | 6 | 0.1 | 101
OC1(c2ccccc2)CN(c2ccccc2)C2=[N+]1CCS2 (configuration not stated) | 0 | -5 | -2 | -12 | -1 | -1.0 | -10 | -12 | -0.2 | 99
Cc1sc2nc(CSCC(=O)Nc3ccc(N4CCOCC4)cc3)[nH]c(=O)c2c1C | 8 | -1 | -5 | -5 | 2 | -2.1 | -3 | -2 | -0.1 | 104
CCN(Cc1nc(-c2cccc(Cl)c2)no1)CC1CCCO1 (configuration not stated) | 9 | 5 | -3 | 5 | 1 | -1.4 | -3 | -1 | -0.2 | 97
FC(F)(F)C(F)(F)c1nc2nc(Cl)c(Cl)nc2[nH]1 | 1 | 7 | 3 | -4 | 1 | -0.9 | 16 | -5 | -0.3 | 98
Cc1cc(C)n2cc(CSCc3ccco3)nc2n1 | 7 | 2 | -16 | -12 | 0 | 1.4 | 2 | -3 | -0.2 | 116
COc1ccc(N2CC(C(=O)Nc3ncccc3C)CC2=O)cc1 (configuration not stated) | 7 | -4 | -8 | -6 | 0 | 0.0 | 11 | -2 | -0.1 | 105
COc1cc(OC)cc(C(=O)N2CCC(N3CCN(c4ccccc4OC)CC3)CC2)c1 | 3 | -2 | -3 | -5 | 4 | -1.4 | 1 | 0 | 0.0 | 97
CN(C)S(=O)(=O)c1cc(C(=O)OCCn2cnc3c2c(=O)n(C)c(=O)n3C)ccc1Cl | -3 | 3 | -1 | 1 | -1 | -0.1 | 6 | -2 | -0.1 | 97
COC(C[C@H](O)C[C@H](O)COCc1ccccc1)OC | 7 | 7 | 7 | -5 | 3 | -0.5 | -14 | 8 | -0.1 | 93
Cc1cc(C)n(-c2nc3nonc3nc2Nc2cccc(C)c2C)n1 | 6 | 3 | 2 | -11 | 1 | 0.8 | · | -2 | -0.2 | 96
Cc1noc(C)c1CSc1nnc2sc3ccccc3n12 | 12 | 6 | -6 | -15 | 0 | -0.8 | 8 | -2 | 0.0 | 99
O=C(Nc1ccc(C(=O)N2CCCC2)cc1)C1CCCC1 | 2 | -2 | 3 | -4 | 2 | -0.9 | · | -8 | -0.1 | 108
Cc1cc(C)c2oc(C(=O)NCCc3ccc(S(N)(=O)=O)cc3)cc(=O)c2c1 | 4 | -2 | 8 | -14 | -2 | 0.4 | -4 | -1 | 0.1 | 94
Cc1ccc2cc3cc(C(=O)N4CCCCC4C)oc3nc2c1 (configuration not stated) | -3 | -4 | -8 | -2 | -5 | -2.2 | 0 | -2 | -0.1 | 88
CC1(C)CC(n2c(NCCO)nc3c(c2=O)C2(CCCC2)Cc2ccccc2-3)CCO1 (configuration not stated) | 9 | -4 | 0 | 16 | -1 | 2.5 | 5 | -1 | -0.1 | 87
CCOc1cc2c(cc1OCC)C(c1ccccc1)N(c1ccccc1)C(=O)C2 (configuration not stated) | 11 | 6 | -11 | 4 | -4 | 1.0 | -18 | -2 | -0.2 | 108
O=C(C1=C(O)C(=O)N(CCN2CCOCC2)C1c1ccccc1)c1cccs1 (configuration not stated) | 2 | -2 | 2 | 3 | 1 | -0.7 | 7 | 0 | 1.1 | 87
O=C(Nc1c2c(nn1-c1cccc(Cl)c1)CS(=O)(=O)C2)c1ccc2c(c1)OCO2 | 3 | 2 | 5 | -2 | 1 | -4.3 | -2 | -4 | 0.0 | 93
O=c1[nH][nH]c2c1[C@H](C1CCCC1)O[C@H](CCc1ccccc1)C2 | · | -4 | · | -6 | · | · | · | 9 | 0.1 | 101
COC(=O)c1ccc(-n2cncn2)c([N+](=O)[O-])c1 | 19 | 1 | -2 | 3 | 2 | 0.4 | -2 | -4 | 0.0 | 102
CC(C)NS(=O)(=O)c1ccc(CCC(=O)NCc2ccccn2)cc1 | 5 | 1 | 3 | 9 | 0 | -1.0 | -4 | 0 | 0.0 | 110
O=S(=O)(CCc1nnc(-c2ccccc2)o1)c1ccc2ccccc2c1 | 8 | -4 | -7 | -3 | -3 | 2.1 | 4 | -6 | -0.2 | 98
Cc1occc1C(=O)Nc1sccc1C(N)=O | -4 | 6 | 2 | -1 | 2 | -1.2 | 0 | 16 | -0.2 | 97
COc1ccc(-c2noc3c2-c2nc(C4CCCCC4)sc2CC3)cc1 | 0 | -1 | 6 | -1 | -3 | -0.6 | -3 | -1 | 0.0 | 99
c1ccc(-c2cc(-c3nnc4n3N=C(c3ccc5ccccc5c3)CS4)[nH]n2)cc1 | 1 | 3 | -8 | -9 | 46* | 32* | · | -1 | 0.1 | 88
CC(C)=CCN1CCN(Cc2ccc(C#CC(C)(C)O)s2)CC1CCO (configuration not stated) | 2 | -4 | -4 | -2 | -1 | -1.2 | -3 | -3 | 0.0 | 99
COc1cc(C2Nc3cccc4cccc(c34)N2)ccc1O | -7 | 2 | 4 | -9 | 0 | -3.0 | 6 | 2 | -0.1 | 100
Cc1csc2c(=O)[nH]cnc12 | 22 | 0 | -3 | -5 | 2 | 0.2 | 0 | -1 | 0.0 | 133
O=C(N[C@@H]1C/C=C\C[C@@H](CC(=O)N(CCO)Cc2ccccc2)C(=O)N[C@@H](c2ccccc2)COC1=O)OCC1c2ccccc2-c2ccccc21 | -1 | 14 | 1 | -6 | 3 | -1.6 | -3 | -1 | 0.0 | 99
O=C(CC12CC3CC(CC(C3)C1)C2)N/N=C/c1ccncc1 | 7 | -4 | -12 | -3 | 0 | -2.6 | 1 | 1 | -0.1 | 96
CCOc1ccc2cc(C#N)c(SCC(=O)OC)nc2c1 | 9 | 10 | 4 | -8 | -7 | 0.8 | -9 | -3 | 0.6 | 97
CCC(C(=O)O/N=C(\N)c1ccc(Cl)cc1)c1ccccc1 (configuration not stated) | 3 | -8 | -4 | -2 | -2 | 0.7 | · | 0 | 0.1 | 97
CC(NC(=O)COC(=O)CCc1nc(=O)c2ccccc2n1C)c1ccccc1 (configuration not stated) | 5 | 2 | 13 | -5 | -1 | -2.5 | -3 | -2 | -0.4 | 95
O=C1[C@H](Cc2ccccc2)NCCCC[C@H](c2ccc(Cl)cc2)N1Cc1ccccc1 | 13 | 2 | 2 | -1 | -5 | 0.5 | -1 | -8 | 1.4 | 97
COc1nc(-c2ccccc2)ccc1-c1noc(COc2ccccc2)n1 | 4 | -6 | -4 | 2 | -2 | -1.7 | 1 | 1 | 0.3 | 101
COc1cc(/C=N/NC(=O)c2cc(-c3ccc4c(c3)OCO4)n[nH]2)ccc1O | -2 | 2 | -3 | -4 | 7 | -0.7 | 0 | 10 | 0.4 | 105
COc1ccc(-c2csc(NC(=O)CCCc3nc4ccccc4c(=O)[nH]3)n2)cc1OC | 3 | 5 | -17 | -2 | 3 | -0.8 | -2 | -7 | 0.0 | 95
O=C(Nc1ccc(F)cc1)c1ccccc1Oc1ccc(C(F)(F)F)cc1[N+](=O)[O-] | 3 | -11 | -2 | 0 | -6 | 1.4 | 4 | 0 | 1.7 | 97
